Calpain2 inh – blocks pig calpain II enzyme activity. purified calpain II, fluorogenic peptide substrate, 30 min. 220,000 tested, 0.37% active. AID 1236. inhibition, % at 16 µM;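 active means inhibition above about 50%, limit read from the data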
EP2 modulator – modulates human prostaglandin E2 receptor EP2 signaling; P43116; EP2-expressing cells, cAMP HTRF FRET, PGE2 co-stimulation; induction, % at 25 µM; 260,000 tested, 0.83% active; AID 940;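 active means compounds whose cAMP rise, as percent of the full-agonist control response, exceeds 60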;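 further: rat C6 glioma line stably carrying human EP2 under a CMV promoter; the protocol text gives 20 µM as final concentration; 100% = response of wells given 1 µM PGE2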
zVAD death inh – blocks zVAD induced death of L929 cells; viability rescue, % at 10 µM; AID 1377; L929 zVAD necroptosis rescue, ATP luminescence, 24 h; with zVAD 60 µM; 220,000 tested, 0.38% active;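 active means activation, scaled between plate controls, above about 75%, limit read from the data; inactive means activation under that limit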;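 further: 0% = zVAD with DMSO and 100% = DMSO alone without zVAD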
Tb hexokinase – blocks Trypanosoma brucei hexokinase 1 activity; inhibition, % at 10 µM; AID 1430; 220,000 tested, 0.11% active; recombinant TbHK1, G6PDH-coupled NADH A340;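 active means inhibition of 50% or more in the single-dose primary screen; inactive means inhibition below 50%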
eIF4E 4G PPI – inhibitors of eIF4E and eIF4G interaction in translation initiation. 220,000 tested, 0.37% active. P63073+Q04637. TR-FRET eIF4E-eIF4GI(517-606) binding, 2 h. inhibition, % at 21.7 µM;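 active means inhibition above about 30%, limit read from the data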;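 further: 0% = full FRET control wells and 100% = background wells lacking eIF4GI fragment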
Target sequence (P63073 whole entry, looked up, the tested form may be a part): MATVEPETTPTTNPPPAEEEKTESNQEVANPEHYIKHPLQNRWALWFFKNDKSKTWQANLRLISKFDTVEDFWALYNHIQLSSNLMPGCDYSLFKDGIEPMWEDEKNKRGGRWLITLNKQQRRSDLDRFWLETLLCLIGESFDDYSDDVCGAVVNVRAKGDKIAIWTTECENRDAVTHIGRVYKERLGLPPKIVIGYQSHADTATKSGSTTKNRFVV
Target sequence (Q04637 whole entry, looked up, the tested form may be a part): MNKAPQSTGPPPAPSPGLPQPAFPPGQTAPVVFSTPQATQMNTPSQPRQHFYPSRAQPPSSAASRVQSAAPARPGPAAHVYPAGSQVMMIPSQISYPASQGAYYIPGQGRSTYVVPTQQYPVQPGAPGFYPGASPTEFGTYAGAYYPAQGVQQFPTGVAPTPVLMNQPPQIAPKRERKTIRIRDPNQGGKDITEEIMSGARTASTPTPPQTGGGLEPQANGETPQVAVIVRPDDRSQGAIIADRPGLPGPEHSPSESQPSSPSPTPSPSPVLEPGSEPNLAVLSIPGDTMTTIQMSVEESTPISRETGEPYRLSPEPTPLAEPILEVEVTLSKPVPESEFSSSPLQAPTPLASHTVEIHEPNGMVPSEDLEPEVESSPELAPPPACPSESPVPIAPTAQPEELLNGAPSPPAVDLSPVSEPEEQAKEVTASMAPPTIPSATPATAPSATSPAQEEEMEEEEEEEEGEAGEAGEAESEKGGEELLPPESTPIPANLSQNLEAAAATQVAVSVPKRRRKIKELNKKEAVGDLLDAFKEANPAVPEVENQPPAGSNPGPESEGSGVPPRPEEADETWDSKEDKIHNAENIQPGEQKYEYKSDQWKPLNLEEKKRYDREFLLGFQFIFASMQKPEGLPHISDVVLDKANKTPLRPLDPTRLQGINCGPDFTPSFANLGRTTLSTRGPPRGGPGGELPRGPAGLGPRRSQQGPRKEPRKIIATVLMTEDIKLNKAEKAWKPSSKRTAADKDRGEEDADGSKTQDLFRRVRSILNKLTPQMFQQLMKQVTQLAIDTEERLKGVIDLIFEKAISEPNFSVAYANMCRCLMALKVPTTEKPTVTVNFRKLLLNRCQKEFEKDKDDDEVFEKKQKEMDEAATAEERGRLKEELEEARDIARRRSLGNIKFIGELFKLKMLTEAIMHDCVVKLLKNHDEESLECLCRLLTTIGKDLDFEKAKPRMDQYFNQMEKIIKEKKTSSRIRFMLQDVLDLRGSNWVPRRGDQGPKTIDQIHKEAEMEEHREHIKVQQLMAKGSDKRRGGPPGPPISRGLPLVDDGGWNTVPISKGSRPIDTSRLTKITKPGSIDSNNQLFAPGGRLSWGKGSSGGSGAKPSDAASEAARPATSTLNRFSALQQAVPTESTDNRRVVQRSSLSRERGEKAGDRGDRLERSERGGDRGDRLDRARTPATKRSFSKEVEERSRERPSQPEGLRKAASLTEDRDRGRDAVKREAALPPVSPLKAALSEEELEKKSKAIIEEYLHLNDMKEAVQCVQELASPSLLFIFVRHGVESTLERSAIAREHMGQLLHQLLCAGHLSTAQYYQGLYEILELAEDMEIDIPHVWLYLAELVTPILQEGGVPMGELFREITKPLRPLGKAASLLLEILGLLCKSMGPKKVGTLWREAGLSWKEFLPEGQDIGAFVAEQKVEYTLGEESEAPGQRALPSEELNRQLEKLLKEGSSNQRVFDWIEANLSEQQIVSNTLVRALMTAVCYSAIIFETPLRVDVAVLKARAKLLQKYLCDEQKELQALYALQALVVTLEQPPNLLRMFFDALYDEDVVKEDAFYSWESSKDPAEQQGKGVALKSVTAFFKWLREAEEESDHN
Hck-Nef inh – blocks Nef-activated human Hck kinase. P08631. Recombinant Hck-YEEI plus Nef, Z-Lyte FRET kinase assay. inhibition, % at 20 µM. 220,000 tested, 0.68% active. AID 463187;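 active means Hck-Nef kinase inhibition above about 50%, limit read from the data; inactive means inhibition below that limit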;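 further: 0% = DMSO with Hck plus Nef and 100% = Hck alone without Nef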
14-3-3 Bad PPI – disrupts binding of bovine 14-3-3 zeta to phospho-Bad peptide | P63103 | TR-FRET 14-3-3zeta/Dy647-pBad peptide displacement, 1 h | inhibition, % at 21.7 µM | 220,000 tested, 0.71% active | AID 781;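 active means inhibition above about 70%, limit read from the data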;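 further: 0% = full 14-3-3 plus peptide FRET controls and 100% = background without 14-3-3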
Rad51 HR inh – Rad51 (human) homologous recombination inhibition; inhibition, % at 10 µM; AID 1385; 200,000 tested, 0.085% active; hRad51 DNA strand exchange, fluorescence dequenching; Q06609;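 active means inhibition above 40% at the single screening dose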;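 further: 0% = DMSO control wells and 100% = blanks with heterologous ssDNA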
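System: human Rad51 nucleoprotein filaments preassembled on unlabelled ssDNA. Reagent: labelled 47-mer dsDNA for strand exchange. Schedule: 30-min compound preincubation and 15-min exchange, both room temperature. Measured by: FRET fluorescence dequenching, excitation 485 nm, emission 520 nm. Read-out: Fluorescence-based percent inhibition, control- and blank-normalised. Benchmarks: plate controls and plate blanks.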
EP2 antag – EP2 receptor (human) inhibition | 260,000 tested, 0.52% active | inhibition, % at 25 µM | C6 glioma cells expressing human EP2, cAMP TR-FRET; cells stimulated with saturating PGE2 | P43116;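 active means percent inhibition above 40 after rounding to a whole number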;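 further: rat C6 glioma host cells with rolipram phosphodiesterase inhibitor present; the protocol text gives 20 µM as final concentration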
Active calls of the source: *; i = inactive; / = no result given; & = joins results of further samples; [ ] = dose if it differs, or a comment.

SMILES	Calpain2 inh	EP2 modulator	zVAD death inh	Tb hexokinase	eIF4E 4G PPI	Hck-Nef inh	14-3-3 Bad PPI	Rad51 HR inh	EP2 antag
N=C1SCC(=O)N1c1ncc(Cc2ccccc2Cl)s1	-16	15	0.4	-2	2	16	-20	1	3
O=C(NCCc1csc(-c2ccccc2)n1)c1c(F)cccc1F	-4	-46	9.4	-6	0	22	-7	0	6
CC(C)(C)CC(=O)NC(=S)NCc1ccccc1	-5	28	-0.4	1	0	-5	-13	22	7
COc1ccc(N2C(=O)CCC2=O)cc1	-28	4	0.0	0	2	-1	-11	0	4
CCOC(=O)N1CCN(CC(O)COc2ccccc2C(C)(C)C)CC1 (stereo not given)	5	21	0.2	-6	0[fluorescence artefact?]	0	11	/	9
N#Cc1ccc(OCc2nnc(-c3ccc([N+](=O)[O-])cc3)o2)cc1	-10	-39	0.9	0	5	-7	-3	10	4
CCOC(=O)c1c(NC(=O)c2ccccc2Cl)sc2c1CCc1ccccc1-2	-24	30	/	-6	-1	11	9[fluorescence artefact?]	/	7
O=C(O)CCc1nn2c3ccccc3n(CC(=O)O)c2nc1=O	-135	26	-0.2	4	0	15	-6	-37	3
CN(Cc1nc(-c2cccc(Cl)c2)no1)C1CCOCC1	-3	-16	-0.1	-5	-3	2	-4	/	7
CC(C)(C)c1ccc(-c2nnc3sc(-c4ccccn4)nn23)cc1	-3	26	0.2	1	5	3	-11	3	6
COC(=O)c1ccc(Cn2cc(Cl)cn2)o1	-18	-9	-0.3	-12	-1	3	-16	15	12
Cc1ccc(S(=O)(=O)N2CCOCC2)cc1C(=O)N1C(=O)c2cccc(N)c2C1=O	i	41	1.2	-4	-19	2	-10[fluorescence artefact?]	-7	8
Cn1c(=S)[nH]c2[nH]c(=O)cnc2c1=O	23	0	-0.1	-21	4[fluorescence artefact?]	0	2	/	13
O=C(COc1ccc(Br)cc1)N(CCO)CCO	10	4	21	-2	-1	15	-7	-6	9
Cc1c(Nc2nc3ccccc3nc2NS(=O)(=O)c2cccc(Cl)c2)c(=O)n(-c2ccccc2)n1C	-5	37	/	-15	1	-5	3	/	8
CCN(CCCNC(=O)C1CCC(=O)N1Cc1ccccc1Cl)c1cccc(C)c1 (stereo not given)	8	-11	-0.3	-8	0	2	-5	-1	6
COc1ccc(C(=O)COC(=O)c2ccc3ccccc3n2)cc1	21	15	-0.2	2	0[fluorescence artefact?]	-1	10	14	13
COC(=O)NCC(C)OC(=O)Nc1cccc(Cl)c1 (stereo not given)	-20	-17	0.8	2	9	1	-4	/	23
COc1ccc(C2C=C(c3ccc(F)cc3)NC(=S)N2)cc1OC (stereo not given)	11	-72	-0.6	-11	0	24	-4	-1	7
Cc1ccc(S(=O)(=O)c2nc(-c3ccccc3)oc2NCCCN2CCOCC2)cc1	-8	10	1.1	-9	0	6	-7	0	8
COC(=O)c1ccc(CSc2nc3c(cnn3-c3ccc(Cl)cc3)c(=O)[nH]2)o1	-18	52	0.4	-1	-60	31	41[fluorescence artefact?]	-1	14
O=C1C(=O)N(CCN2CCCCC2)c2ccccc21	-1	-13	-0.4	2	-5	7	0	3	22
O=C(Nc1ccc2oc(-c3ccncc3)nc2c1)c1ccc(F)cc1	-281	11	7.7	-12	5	20	38	-3	9
O=C(/C=C/c1ccco1)Nc1cccc(C(=O)Nc2ccccc2C(=O)O)c1	18	-6	1.2	-33	7	15	24	9	8
CCc1cccc(NC(=O)C2CCN(S(=O)(=O)c3cccs3)CC2)c1	2	-49	1.5	3	6	2	-4	-9	16
O=C(Nc1ccc(-c2nnn(CC(=O)N3CCN(C(=O)c4ccco4)CC3)n2)cc1)c1ccccc1F	-58	-59	74	-8	-1	20	-16	5	14
O=C(CN1CCN(c2ccccc2O)CC1)NCCCc1ccccc1	-15	-22	1.5	-3	0	24	-27	8	5
Cc1ccccc1C(=O)Nc1ccc(N2CCCCCC2)cc1	37	-80	21	2	18	28	10	-1	0
CCCCNC(=S)NC(=O)c1ccccc1Br	24	-57	0.7	-6	3	4	-7	/	3
CN(Cc1cnccn1)C(=O)CC1C(=O)NCCN1Cc1cccc(Oc2ccccc2)c1 (stereo not given)	-11	27	0.2	-2	2	21	-15	0	15
CC1CN(C(=O)c2cc3cc(Cl)cc(Cl)c3oc2=O)CC(C)O1 (stereo not given)	-5	-13&-3	0.6	-10	0[fluorescence artefact?]	-2	6	10	9&12
COc1ccc(CCNC(=O)CCc2ccc(S(=O)(=O)NC(C)C)cc2)cc1	19	26	/	-4	3	2	-4[fluorescence artefact?]	28	2
CCCCOc1cccc(C(=O)Nc2ccc(N3CCN(CC)CC3)cc2)c1	-3	-29	1.5	-2	-2	-2	4	4	12
CC1=CC(=C2C=CC(=O)C=C2)C=C(C)N1C	13	0	-0.2	-40	7	0	-4	-14	13
O=C(O/N=C1/CCSc2ccccc21)c1ccc(F)cc1	-17	-19	2.2	4	0	1	0	-5	7
COc1c(F)c(F)c(C(=O)O)c(Nc2ccc(C)cc2)c1F	0	4	0.3	4	1	-1	46[fluorescence artefact?]	0	6

Record cards, from the list above. Order of screens: Calpain2 inh | EP2 modulator | zVAD death inh | Tb hexokinase | eIF4E 4G PPI | Hck-Nef inh | 14-3-3 Bad PPI | Rad51 HR inh | EP2 antag
CC1=CC(=C2C=CC(=O)C=C2)C=C(C)N1C is entered as 13 | 0 | -0.2 | -40 | 7 | 0 | -4 | -14 | 13
CN(Cc1cnccn1)C(=O)CC1C(=O)NCCN1Cc1cccc(Oc2ccccc2)c1 (stereo not given) is entered as -11 | 27 | 0.2 | -2 | 2 | 21 | -15 | 0 | 15
CCc1cccc(NC(=O)C2CCN(S(=O)(=O)c3cccs3)CC2)c1 is entered as 2 | -49 | 1.5 | 3 | 6 | 2 | -4 | -9 | 16
O=C(CN1CCN(c2ccccc2O)CC1)NCCCc1ccccc1 is entered as -15 | -22 | 1.5 | -3 | 0 | 24 | -27 | 8 | 5
CCCCNC(=S)NC(=O)c1ccccc1Br is entered as 24 | -57 | 0.7 | -6 | 3 | 4 | -7 | / | 3

Other results.
SMILES	Calpain2 inh	EP2 modulator	zVAD death inh	Tb hexokinase	eIF4E 4G PPI	Hck-Nef inh	14-3-3 Bad PPI	Rad51 HR inh	EP2 antag
COc1ccc(C)c(Cn2c(-c3nonc3N)nc3ccccc32)c1	0	69*	0.6	-13	-2	0	-11[fluorescence artefact?]	/	/
Cc1ccc(S(=O)(=O)N2CCN(C(=S)NCc3ccc4c(c3)OCO4)CC2)cc1	-4	0	14	-2	0	25	-15	8	2
O=C(NCCCn1ccnc1)c1cn(Cc2ccc(F)cc2)nn1	6	-1	0.1	5	-2	3	-6[fluorescence artefact?]	6	14
O=C(C1=C[C@H](c2ccccc2)C[C@H](OCCCCO)O1)N1CCN(Cc2ccccc2)CC1	7	-23	-1.1	-11	0	1	2	-4	5
Cc1nc2ccc(NC(=O)c3nn(CC(C)C)c(=O)c4ccccc34)cc2s1	17	45	4.6	-13	-4	0	-1	/	1
CC1=Nc2ccccc2N=C(NC(=O)CSc2nnnn2-c2ccccc2)C1c1ccccc1 (stereo not given)	-50	16	0.7	10	-8	2	-10	/	/
C=CCSC1=N/C(=C\c2cc(OC)c3c(c2)OCO3)C(=O)S1	-30	34	5.3	3	-1	2	2	-5	19
CCCSc1nc2c(c(=O)[nH]c(=O)n2C)n1CC(O)COc1ccccc1 (stereo not given)	7	-5	0.6	-3	3	-1	-2	7	5
O=c1[nH]c2ccccc2n1C1CCCCC1	-27	17	0.7	-12	0[fluorescence artefact?]	3	-3	/	/
O=C(Nc1ccc(Cl)cc1)C1=Cc2ccccc2OC1	5	-28	-0.1	-12	4[fluorescence artefact?]	0	-3	-7	35
O=C(CCSc1nnc(-c2ccncc2)o1)Nc1ccc(Cl)cc1	4	-40	1.4	-5	6	0	1	2	11
CCCS(=O)(=O)c1c(S(=O)(=O)CCC)c2ccc(C(N)=O)cn2c1C(=O)c1ccc(OC)cc1	-29	-4	1.5	-6	0	16	2	10	7
CN(C)CCNC(=O)c1ccc(COc2ccc(Cl)cc2Cl)cc1	-10	-26	2.8	8	-3[fluorescence artefact?]	0	2	7	18
N#Cc1ccc(-c2ccccc2)nc1SCC(=O)c1cccc(Cl)c1	-64	23	0.1	-6	-2	0	-14[fluorescence artefact?]	-9	16
COc1ccc(-c2nc(=S)c3c(n2Cc2cccnc2)CC(C)(C)OC3)cc1	-8	27	-0.1	-74	-3	22	-5	/	12
CC1(c2ccc3c(c2)OCO3)NC(=O)N(CC(=O)NCCC2=CCCCC2)C1=O (stereo not given)	23	14	1.4	-8	-4	1	-4	0	9
CN1CCN(C(=S)c2ccc([N+](=O)[O-])cc2)CC1	0	-12	-0.2	-11	-3	1	-4	-2	7
O=c1cc(-c2ccccc2Cl)oc2c(Br)ccc(O)c12	-21	28	2.2	-3	-2	-3	-8[fluorescence artefact?]	1	12
CCOC(=O)CN(C(=O)CNC(=O)c1ccco1)C(C(=O)NC1CCCCC1)c1cccs1 (stereo not given)	-6	4	0.0	2	5	6	-8	-6	14
CCn1cc(C(=O)O)c(=O)c2cc(OC)ccc21	-12	8	-0.1	42	-5	4	0[fluorescence artefact?]	-1	6
CCN(CC)c1ccc(N)cc1S(=O)(=O)Nc1ccc(OC)cc1	8	-25	0.7	-9	-4	14	-13	14	5
Cc1ccc2c(c1)C1CN(C)CCC1N2C(=O)c1cccc(S(=O)(=O)N(C)C)c1 (stereo not given)	9	-11	-0.1	8	0	-28	-2	-3	6
CCN(CC)CCn1c(-c2ccc(C)cc2)nc(=S)c2c1CC(C)(C)OC2	10	-26	-0.7	-30	-3	4	-2	8	2
NS(=O)(=O)c1ccc(CCNC(=O)CSc2ncnc3ccccc23)cc1	23	7	-0.8	9	1	-36	4	-4	5
COc1cccc(NC(=O)c2ccc(CN3CCN(c4ccccc4)CC3)cc2)c1	20	-51	-0.4	-6	-11	1	-12	-5	6
Fc1ccc(Nc2ccc3ccccc3n2)c(F)c1	19	-38	-0.2	-2	1	13	3	-1	3
CCn1c(SCC(=O)C(C)(C)C)nnc1-c1cccnc1	-11	4	0.2	-3	-12	0	-6[fluorescence artefact?]	-5	2
CCN(CCCNC(=O)C1CCC(=O)N1Cc1ccc(F)cc1)c1cccc(C)c1 (stereo not given)	18	-6	-0.3	0	-6	0	-14	-1	6
CCCNC(=O)c1ccc2c(=O)c(O)c(-c3cccc(Br)c3)[nH]c2c1	-296	-20	-1.2	-13	-9	-7	-4	4	8
O=C(/C=C/c1ccc(N2CCCCC2)c([N+](=O)[O-])c1)c1ccc(O)cc1	-18	11	-1.2	-7	-1	0	1	20	8
CCOC(=O)c1ccc(NC(=S)NCCc2ccc(OC)c(OC)c2)cc1	31	-38	1.2	-3	9	-8	-1	2	7
CCCCn1ccnc1C(=O)c1cc(S(=O)(=O)N2CCOCC2)ccc1C	-6	32	0.6	-1	5	-2	11	-4	6
O=C(N/N=C/C(Br)=C\c1ccccc1)c1n[nH]c2c1CCC2	-44	-17	-0.2	-37	0	-5	-12	/	/
CC(=O)Nc1nnc(CSCc2ccccc2F)s1	-13	-2	0.4	-7	2	-1	1	4	7
CCN(CC)C(=S)SC1=CCS(=O)(=O)C1	21	3	-0.1	8	-5	-14	-3	14	7
CCOC(=O)C1CCN(C(=O)COc2ccc([N+](=O)[O-])cc2)CC1	7	7	-0.5	-8	-1	-5	2	6	10
c1ccc2[nH]c(CSc3nc4ccccc4o3)nc2c1	20	-1	0.8	0	-5	2	16	10	8

The list is partial, so the mix of outcomes need not match the whole.
